# Screening results as filed in PubChem.
# Myeloid diff MLP: induction of myeloid progenitor differentiation, primary screen, cell-based, flow cytometry, MLPCN library. calls only at 10 µM. ER-HoxA9 myeloid progenitors, lysozyme-GFP differentiation. 360,000 compounds, 1% hits;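 active means normalized GFP-positive differentiation at or above the plate's own cutoff, the solvent-only control mean plus 3 SD; inconclusive means no clear call, values can overlap the other calls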;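 further: cells exposed to compound for four days before flow analysis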
# Hep lipid drop: inhibitors of hepatocyte lipid droplet formation, primary screen, imaging, high-throughput imaging, BODIPY stain; 240,000 compounds, 0.4% hits; AID 1656, 2009; inhibition, % at 6.5 µM; AML12 mouse hepatocytes, oleate lipid droplets;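 active means lipid droplet intensity inhibited by at least 50%, with more than 500 cells counted; inconclusive means wells with under 300 cells, treated as cytotoxic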
#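 Material – mouse AML12 hepatocyte cell line, fixed after treatment · Compound dosing – one dose, 6.5 µM compound · Times – compound with oleate, overnight · Measured by – Image-based BODIPY and DAPI two-channel analysis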
# K1F lysis inhibition: inhibition of K1F phage lysis, E. coli UTI89, bacterial capsule biogenesis inhibitors, alamar blue (AID 488966); E. coli UTI89 K1F phage lysis, alamar blue, 2 h; higher % means a stronger effect; inhibition, % at 100 µM, or IC50 in µM where a hit was titrated; 340,000 compounds, 0.02% hits;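 active means phage lysis inhibition, versus mean bacterial control, above a set limit; inconclusive means no clear call, values can overlap the other calls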;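 further: capsule biogenesis inhibitors block K1F phage lysis so surviving cells raise fluorescence; higher fluorescence means more inhibition of phage lysis; actives were called in the ten point dose series up to 300 µM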
# Hep lipid drop cells 6.5 µM: recorded beside Hep lipid drop, whose call it bears; cell count; measured here: cell count, cytotoxicity flag;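 cells counted across two imaged fields per well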
# Myeloid diff MLP GFP+ MAC1+ %: also measured in Myeloid diff MLP; calls as there; GFP+ MAC1+ double positive, %; measured here: differentiation confirmed by MAC1 staining
# The depositor's hits bear a star; i = inactive; u = inconclusive; x = no result given; + = active, no number; [ ] = remark or other dose. This is a subset (hit frequency here may not be typical).
SMILES,Myeloid diff MLP,Myeloid diff MLP GFP+ MAC1+ %,Hep lipid drop,Hep lipid drop cells 6.5 µM,K1F lysis inhibition
Clc1c2c(nc3ccccc13)CCC2,i,0.5,2,709,0.1%
CCc1nnc(NC(=O)c2ccc(S(=O)(=O)N3CCCCC3)cc2)s1,i,0.3,8,820,0.1%
CC(C)(Cc1ccc(O)cc1)NC(=O)c1ccccc1,i,1.0,-20,831,0.3%
CCOCCCNC(=O)c1cc2cc3cc(OC)ccc3nc2o1,i,0.4,-29,825,0.6%[50 µM]
COc1ccc(NC2CCCN(C(=O)CCC3=NNC(=O)CC3)C2)cc1 (stereo unspecified),i,1.3,-3,811,1.3%[50 µM]
CCCn1nnnc1NCc1ccc(CC)cc1,i,0.5,-2,834,-0.1%
O=C(Nc1cc(Br)ccc1O)c1cc(-c2ccc3c(c2)OCO3)on1,i,1.6,0,759,0.3%
CC(=O)N1CCOc2ccc(S(=O)(=O)N3CCC(C(=O)Nc4ccccc4F)CC3)cc21,i,3.8,-8,685,0.1%
O=S(=O)(Nc1cc(F)ccc1F)c1cccc2nonc12,i,0.4,-2,848,-0.3%
COc1ccc(/C=N/Nc2ccc(C(=O)O)cc2)c(OC)c1OC,i,0.4,-9,817,0.0%
CCOC(=O)C1C(c2ccc(O)cc2)NC(=O)NC1(O)C(F)(F)F (stereo unspecified),i,0.6,11,903,-1.5%
Cc1ccc(NC(=O)C2CCN(c3ncnc4c3nc3n4CCCCC3)CC2)cc1Cl,u,x,-104,706,0.1%
Cc1c(C(C)NC(=O)c2cc(COc3cccc4cnccc34)on2)cnn1C (stereo unspecified),i,0.9,-7,672,0.0%
Cc1oc2c(c(C)cc3oc(=O)c(CC(=O)NCC(=O)NCC(=O)O)c(C)c32)c1C,i,0.8,0,853,-0.1%
COc1ccc(C(c2c(C)[nH][nH]c2=O)c2c(C)[nH][nH]c2=O)cc1Br,i,0.2,5,784,0.4%
CC1CCN(S(=O)(=O)c2cccc(C(=O)NCC3CCCO3)c2)CC1 (stereo unspecified),i,8.8,19,667,0.9%[50 µM]
Cn1cc(S(=O)(=O)Nc2ccc(F)c(Cl)c2)c(=O)n(C)c1=O,i,0.8,16,741,-0.7%
COc1ccc2[nH]c3c(c2c1)CCN1C(=O)N([C@@H](C)C(=O)NC2CCN(Cc4ccccc4)CC2)C(=O)[C@]31C,i,2.4,-17,775,0.4%
CSc1nc(O)c(C(c2ccccc2)c2c(O)nc(SC)[nH]c2=O)c(=O)[nH]1,i,0.4,10,858,0.7%
Cc1ccccc1NC(=O)CCN1C(=O)c2ccccc2C1=O,i,1.0,5,867,0.2%
CC(=O)C1=C(c2ccccc2)NC(=O)NC1c1ccc2c(c1)OCO2 (stereo unspecified),i,0.5,-3,785,0.8%
COc1ccccc1C(=O)Nc1ccc2c(c1)nc1n2CCN(C2CCCCC2)C1,+,1.6*,10,733,-0.2%
NS(=O)(=O)c1cccc(NC(=O)CC2(CC(=O)O)CCCC2)c1,i,0.6,-1,827,0.1%
O=C(NCc1ccon1)C1CCC(=O)N(CCc2cccc(F)c2)C1 (stereo unspecified),i,2.1,-2,808,0.2%

# The list goes on (3 carried over from the part before).
SMILES,Myeloid diff MLP,Myeloid diff MLP GFP+ MAC1+ %,Hep lipid drop,Hep lipid drop cells 6.5 µM,K1F lysis inhibition
COc1ccccc1C(=O)Nc1ccc2c(c1)nc1n2CCN(C2CCCCC2)C1,+,1.6*,10,733,-0.2%
NS(=O)(=O)c1cccc(NC(=O)CC2(CC(=O)O)CCCC2)c1,i,0.6,-1,827,0.1%
O=C(NCc1ccon1)C1CCC(=O)N(CCc2cccc(F)c2)C1 (stereo unspecified),i,2.1,-2,808,0.2%
Cc1ccc(S(=O)(=O)CC(=O)c2ccccc2[N+](=O)[O-])cc1,i,0.4,-1,768,-2.0%
O=C(CN(C(=O)CNC(=O)c1cccs1)c1ccc(F)cc1)NC1CCCC1,i,0.2,-5,806,0.1%
COc1ccc2nc(NCc3cccnc3)sc2c1,i,0.4,-11,781,1.1%
CCOC(=O)CCCNC(=O)CN1C(=O)NC(c2ccccc2)(c2ccccc2)C1=O,i,3.1,-3,785,0.2%
CCCCNc1nnc(Cc2ccc(Cl)cc2)c(=O)[nH]1,i,1.1,6,825,0.8%[50 µM]
CCN(CC)S(=O)(=O)c1ccc(C(=O)NC2=NCCS2)cc1,i,8.7,-10,779,-0.4%
O=C(CCNC(=O)N1CCn2c1nc1ccccc12)NCc1ccc(Cl)cc1,i,0.9,5,803,0.0%
Cc1ccc(C(=O)OC(C)C(=O)NCc2ccc3c(c2)OCO3)cc1S(=O)(=O)N1CCOCC1 (stereo unspecified),i,1.6,8,701,0.0%
COc1cc(C)c(C)cc1S(=O)(=O)N1CCCc2ccccc21,i,0.5,-22,851,0.2%
O=[N+]([O-])c1ccccc1Nc1nc(-c2cccnc2)cs1,i,0.0,6,846,0.1%
COc1cc(CN2CCCN(C)CC2)cc([N+](=O)[O-])c1O,i,0.6,-12,775,0.0%
Cc1ccc(OCc2cc(C(=O)N(C)CCn3ccnc3C)no2)cc1C,i,0.2,3,735,-0.1%

# Seven compounds out of the list, sorted by length of the SMILES, highest first:
SMILES,Myeloid diff MLP,Myeloid diff MLP GFP+ MAC1+ %,Hep lipid drop,Hep lipid drop cells 6.5 µM,K1F lysis inhibition
CCOC(=O)CCCNC(=O)CN1C(=O)NC(c2ccccc2)(c2ccccc2)C1=O,i,3.1,-3,785,0.2%
O=C(CN(C(=O)CNC(=O)c1cccs1)c1ccc(F)cc1)NC1CCCC1,i,0.2,-5,806,0.1%
O=C(CCNC(=O)N1CCn2c1nc1ccccc12)NCc1ccc(Cl)cc1,i,0.9,5,803,0.0%
Cc1ccc(OCc2cc(C(=O)N(C)CCn3ccnc3C)no2)cc1C,i,0.2,3,735,-0.1%
COc1cc(CN2CCCN(C)CC2)cc([N+](=O)[O-])c1O,i,0.6,-12,775,0.0%
O=[N+]([O-])c1ccccc1Nc1nc(-c2cccnc2)cs1,i,0.0,6,846,0.1%
CCCCNc1nnc(Cc2ccc(Cl)cc2)c(=O)[nH]1,i,1.1,6,825,0.8%[50 µM]

# Later entries.
SMILES,Myeloid diff MLP,Myeloid diff MLP GFP+ MAC1+ %,Hep lipid drop,Hep lipid drop cells 6.5 µM,K1F lysis inhibition
COc1ccc(Br)c(C(=O)N2CCN(S(=O)(=O)c3cccs3)CC2)c1,i,0.5,4,691,0.3%
Cc1n[nH]c(=O)c2c1nnn2Cc1ccccc1Cl,i,0.7,8,831,-0.6%[50 µM]
CCOC(=O)C1=C(CCc2ccccc2)NC(=O)NC1c1ccc(Br)cc1 (stereo unspecified),i,1.1,-11,782,1.7%
CS(=O)(=O)Nc1cc2c3c(c1)CCC(=O)N3CCC2,i,3.7,-1,711,-0.8%
CC1CCCCN1S(=O)(=O)c1ccc(S(=O)(=O)N2CCCC2)cc1 (stereo unspecified),i,0.5,0,787,0.5%
Cc1ccc(C(C)C)cc1OCCn1cncn1,i,0.7,4,825,0.0%
CCOC(=O)C(Cc1ccccc1)NC(=O)CCc1nnc2ccc(N3CCOCC3)nn12 (stereo unspecified),i,3.2,6,710,0.4%
Cc1ccc(OCc2cc(C(=O)N(CCO)Cc3cccs3)no2)cc1C,i,0.6,-11,681,-0.2%
O=C(CCl)NC(Cc1c[nH]c2ccc(OCc3ccccc3)cc12)C(=O)O (stereo unspecified),i,0.7,6,865,0.1%
COc1c(C)cc(S(=O)(=O)NCc2ccco2)c(C)c1C,i,1.2,-2,799,0.1%
CCOC(=O)N1CCN(C(=O)C(=O)Nc2sc3c(c2C#N)CC(C)(C)OC3)CC1,i,0.9,0,701,0.1%
COC(c1ccccc1)c1nc2ccccc2[nH]c1=O (stereo unspecified),i,0.7,-6,852,0.2%
O=C1NC(c2ccc(Br)cc2)Nc2ccccc21 (stereo unspecified),i,0.4,4,781,0.5%
Cc1cc(C)cc(NC(=O)CSCc2cc(=O)n3ccsc3n2)c1,i,1.1,-2,713,0.1%
CC(C)(C)c1ccc(C(=O)N/C(=C\c2cccc([N+](=O)[O-])c2)C(=O)Nc2cccc(C(=O)O)c2)cc1,i,0.9,0,852,-0.7%
CCCn1c(=O)c(C(=O)Nc2cc(C)ccn2)c(O)c2ccccc21,i,0.9,-36,751,0.8%
COc1ccc(CC(=O)N/N=C/c2ccc(Cl)s2)cc1OC,i,0.5,6,839,0.3%
CCOc1ccc(NC(=O)CCc2nnc3ccc(N4CCC(C)CC4)nn23)cc1,i,0.0,-15,714,-0.4%
O=C(NCCN1CCN(C(=O)c2ccc(F)cc2)CC1)c1ccc(F)cc1,i,1.0,-7,727,0.1%
COc1ccc(C(=O)N/N=C/c2ccc(OC)c(COc3c(F)c(F)cc(F)c3F)c2)cc1,i,2.6,-7,657,0.1%[50 µM]
O=C(c1ccc2c(c1)OCO2)N1CCc2ccccc21,i,0.5,-11,788,0.8%
CC(=O)Nc1cccc(-c2cc(C)c3cc4c(cc3n2)OCO4)c1,i,0.2,0,772,0.2%
CCOc1ccc(NC(c2ccccc2)P(=O)(OC)OC)cc1 (stereo unspecified),i,0.7,-35,870,0.0%
C/C=C(\C)CN1CCC(n2nccc2NC(=O)c2ccc(OC)cc2)CC1,i,0.7,1,719,0.1%
CCOc1ccc2[nH]cc(C(=O)NCc3ccccc3)c(=O)c2c1,i,0.4,3,792,0.3%
CCCCn1c(SCC(=O)Nc2ccc(NC(C)=O)cc2)nc2ccccc2c1=O,i,0.7,10,792,-1.0%
CS(=O)(=O)N1CCc2cc(C(=O)Nc3cccc([N+](=O)[O-])c3)ccc21,i,0.8,-5,783,0.2%
Cc1ncc(CN2CCCC(C(=O)Nc3ccc(-n4ccnc4C)cc3)C2)cn1 (stereo unspecified),i,0.3,0,691,0.3%
CCOC(=O)C1=C(COC(=O)c2ccc(Br)o2)NC(=O)NC1C (stereo unspecified),i,0.9,0,826,-0.3%
CCCNC(=O)CN1C(=O)COc2ccc(S(=O)(=O)N3CCCCCC3)cc21,i,1.9,13,703,0.3%
C=CCNc1nnc(SCC(=O)Nc2ccccc2OC)c2ccccc12,i,5.4,0,784,-0.2%
COc1ccc(S(=O)(=O)N2CCN(CCCOc3ccc(F)cc3)CC2)cc1OC,i,0.5,-29,715,0.2%
CC(=O)Nc1ccc(S(=O)(=O)N2CCC(N3CCCCCC3)CC2)cc1,i,0.6,-4,815,0.0%
COc1ccc(C(O)(CC(C)C)C(CN2CCOCC2)c2ccccc2)cc1 (stereo unspecified),i,0.1,-1,836,-0.1%[50 µM]
Cc1ccc(C(=O)Nc2ccc3c(c2)C(=O)NC3=O)cc1,i,0.9,12,780,-0.5%
O=C(NC(=S)N1CCCC1)c1ccccc1Cl,i,0.0,19,636,0.1%
CC(=O)NCCC(=O)N(Cc1ccccc1)c1nc2c(C)cccc2s1,i,4.9,6,640,-0.2%
CCCC[C@H]1COCCS(=O)(=O)N1Cc1cccc(F)c1,i,1.9,-13,757,-1.0%
COc1ccc(-n2nc(C(=O)NCC(=O)N3CCN(Cc4ccccc4)CC3)c3ccccc3c2=O)c(OC)c1,i,0.5,3,847,0.3%
COc1cccc(-c2nc(CS(=O)CC(=O)NC3CCCCC3)c(C)o2)c1 (stereo unspecified),i,2.4,0,733,0.1%
Cc1ccc(CNC(=O)C2CCN(C(=O)c3cccc(Cl)c3)CC2)cc1,i,2.0,-12,818,-0.3%
COC(=O)C1=CNC=C(C(=O)OC)C1c1cccc2ccccc12,i,0.8,-3,858,0.7%[50 µM]
CCc1ccccc1N(C(=O)c1snc(C(N)=O)c1N)C(C(=O)NCC1CCCO1)c1ccc(C)o1 (stereo unspecified),i,2.0,-30,771,-0.1%
COc1cccc(-c2cc(C(=O)NC3CCCCC3)no2)c1,i,0.8,3,755,0.6%
O=C(CSc1ncnc2c1cnn2-c1ccc(F)cc1)NCC1CCCO1 (stereo unspecified),i,1.0,18,696,1.0%[50 µM]
N#CCOc1coc(CN2CCN(c3ccccc3)CC2)cc1=O,i,1.5,10,646,-0.2%
COc1ccc(CC(=O)Nc2c(C(=O)N3CCN(c4ncccn4)CC3)oc3ccccc23)cc1OC,i,3.8,-13,746,0.0%
COc1ccc(CNCc2ccc(C)cc2)c(OC)c1,i,0.8,0,785,0.3%
COc1ccc(C(=O)N/C(=C\c2ccccc2)C(=O)Nc2ccc(C(=O)NCC(=O)O)cc2)cc1,i,0.8,9,784,0.2%
CC(C)(CNC(=O)CC1C(=O)NCCN1Cc1cccc(F)c1F)N1CCOCC1 (stereo unspecified),i,1.7,15,751,0.4%
c1ccc2c(OCCCCN3CCOCC3)cccc2c1,i,0.4,26,837,0.5%
CN(C)C(CNC(=O)CCC(=O)c1ccc(Br)cc1)c1ccccc1 (stereo unspecified),i,0.5,0,844,0.0%
O=C(Nc1ccc(S(=O)(=O)Nc2ccccc2F)cc1)N1CCCCC1,i,5.6,-18,691,0.1%[50 µM]
